# Assay outcomes (PubChem BioAssay)
# Hep lipid drop = hepatic lipid droplet formation modulation; AML12 mouse hepatocytes, oleate lipid droplets, BODIPY imaging; inhibition, % at 6.5 µM; 240,000 compounds, 0.4% hits; AID 1656;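 active means lipid droplet intensity inhibited by at least 50%, with more than 500 cells counted; inconclusive means wells with under 300 cells, treated as cytotoxic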
#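 Material: mouse AML12 hepatocyte cell line, fixed after treatment; Timing: compound with oleate, overnight; Technique: high-content imaging of BODIPY-stained droplets and DAPI nuclei; Probe or stimulus: oleate, 100 µM final; Dosing: compound at 6.5 µM only.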
# T cell modulator = T cell immune modulators affecting CD8 T cell-vesicle binding; 2C CD8+ T cell-vesicle binding, flow cytometry; stronger effect = lower value; calls only at 7 µM; 330,000 compounds, 0.068% hits;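 active means response, share of CD8 T cells binding vesicles, and their 90th percentile fluorescence all below set limits, cut at about 80% in these data, passing the limit was not always enough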
#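 Incubation: binding step 1.5 h, 37 °C, antibody labelling 20 min, ice; system: murine 2C transgenic CD8+ T lymphocytes; technique: cytometric PE anti-B7-1 and Alexa647 anti-CD8 signals after 1% paraformaldehyde fixation; also added: QL9-charged Drosophila Ld/ICAM-1/B7-1 vesicles; control set: naked versus QL9-loaded vesicles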
# Hep lipid drop cells 6.5 µM = further read-out of Hep lipid drop, marked with its call; cell count; measured here: cell count, cytotoxicity flag;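 cells counted across two imaged fields per well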
# T cell modulator vesicle-bound % = further read-out of T cell modulator, marked with its call; double positive events, %; measured here: CD8+ vesicle-bound cell fraction;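 binding gate set so that unloaded-vesicle control wells show 10% double positive cells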
# * hit, by the source's call; i = inactive; ? = inconclusive; nt = no result given. Some of the compounds tested; the hit share may differ from the screen's.
Molecule	T cell modulator	T cell modulator vesicle-bound %	Hep lipid drop cells 6.5 µM	Hep lipid drop
CCOc1ccc2nc(N(Cc3ccccc3)C(=O)CCNC(C)=O)sc2c1	i	11	697	5
CCOc1ccc(NC(=O)CN(C)C(=O)c2cn(-c3ccccc3)nc2-c2cccs2)cc1OCC	i	6	688	11
O=C(Nc1cccc(C(F)(F)F)c1)c1cccnc1NCCO	i	61	824	4
COc1ccc2[nH]c3nc(SCC(=O)Nc4cccc(NC(C)=O)c4)nnc3c2c1	i	49	757	-8
CC(C)Sc1nc2c(c(=O)[nH]c(=O)n2C)n1Cc1ccccc1	i	10	823	20
CCOC(=O)N1CCN(C(=O)CNC(=O)c2nn(-c3ccc(OC)c(Cl)c3)c(=O)c3ccccc23)CC1	i	15	807	-1
Cc1nnc(SC(C)C(=O)Nc2sc3c(c2C#N)CCCC3)[nH]c1=O (stereo unspecified)	i	44	833	-2
O=C(CN1CCN(Cc2cccc(F)c2)CC1)NCc1ccccc1	i	52	850	2
CN1CCc2c(sc(NC(=O)c3ccc(S(=O)(=O)N4CCCC4)cc3)c2C(N)=O)C1	i	21	703	0
O/N=C(\c1ccccc1)c1nccc2ccccc12	i	16	732	-2
COc1ccc(Cl)cc1-c1n[nH]c(=S)n1Cc1ccccc1	i	62	775	0
C(=N\Nc1ccccn1)/c1cccnc1	i	57	772	-2
CCOc1ccc(NC(=O)C2CCCN(S(=O)(=O)c3ccc(-n4cnnn4)cc3)C2)cc1 (stereo unspecified)	i	28	812	8
Cc1cc(=O)oc2cc(NC(=O)C(CCCN=C(N)N)NC(=O)OCc3ccccc3)ccc12 (stereo unspecified)	i	31	813	-2
CC(=O)Nc1ccc(S(=O)(=O)NC2=NCN(c3cccc([N+](=O)[O-])c3)CN2)cc1	i	20	850	-1
CC(=O)N/C(=N\c1nc(C)cc(C)n1)Nc1ccc2ccccc2c1	i	52	820	10
CCn1c(C)c(C)c2cc(C(=O)NCCN3CCOCC3)ccc21	i	1	770	3
COc1ccc(N2CCN(C(CNS(=O)(=O)c3ccccc3)c3ccccc3)CC2)cc1 (stereo unspecified)	i	17	755	-3
O=C(CCNC(=O)N1CCn2c1nc1ccccc12)NCc1ccc(F)cc1	i	18	762	7
COc1cccc(N2CCN(CC(=O)NC(C)c3ccccc3)CC2)c1 (stereo unspecified)	i	59	832	8

# Part of the list above in order of heavy-atom count, lowest first:
Molecule	T cell modulator	T cell modulator vesicle-bound %	Hep lipid drop cells 6.5 µM	Hep lipid drop
O/N=C(\c1ccccc1)c1nccc2ccccc12	i	16	732	-2
CC(=O)N/C(=N\c1nc(C)cc(C)n1)Nc1ccc2ccccc2c1	i	52	820	10
CC(=O)Nc1ccc(S(=O)(=O)NC2=NCN(c3cccc([N+](=O)[O-])c3)CN2)cc1	i	20	850	-1

# (more compounds)
Molecule	T cell modulator	T cell modulator vesicle-bound %	Hep lipid drop cells 6.5 µM	Hep lipid drop
CCN(CC)c1nc2ccccc2n(Cc2cccc(OC)c2)c1=O	i	41	510	8
CCc1cc(=O)oc2cc(OCC(=O)NCCCn3ccnc3)c(Cl)cc12	i	24	708	-15
COC(=O)C1=CN(c2ccc(F)cc2)C=C(C(=O)OC)C1c1cccc(Br)c1	i	59	826	-14
COc1ccc(/C=N\NC(=O)c2cc(O)c(O)c(O)c2)cc1COc1ccc(C(=O)OCC(C)C)cc1	i	6	785	-1
CC(C)CCN1CCN(Cc2cc3ccccc3[nH]2)CC1CCO (stereo unspecified)	i	65	804	-10
Cc1cc(NC(=O)c2ccc([N+](=O)[O-])cc2)n(CCC#N)n1	i	28	796	-15
CC(O)CNc1nc2c(c(=O)n(Cc3ccc(Br)cc3)c(=O)n2C)n1C (stereo unspecified)	i	60	751	-4
O=C(Nc1ccc(F)cc1)c1cccc(N2C(=O)C3C4C=CC(C4)C3C2=O)c1 (stereo unspecified)	i	60	757	-6
Cc1ccccc1-c1cn(-c2ccccc2)c(=S)[nH]1	i	21	735	-2
O=C(CSc1ncn[nH]1)NCc1ccc(Cl)cc1	i	22	814	1
CN1CCN(CCCCOc2ccc(Br)cc2)CC1	i	50	782	-3
CC(C)(CNC(=O)CC1C(=O)NCCN1Cc1cccc(F)c1)N1CCOCC1 (stereo unspecified)	i	23	778	12
Cc1noc(C)c1C(=O)Nc1ccc(C#N)cc1	i	19	824	12
CCN(C(=O)COC(=O)c1ccc(F)c(S(=O)(=O)N2CCOCC2)c1)C1CCS(=O)(=O)C1 (stereo unspecified)	i	60	637	12
CCc1cc(=O)oc2c3c(cc(OCC(=O)NCc4cccnc4)c12)OC(C)(C)CC3	i	23	832	-25
O=S(=O)(/N=C(/c1ccccc1)N1CCOCC1)c1ccc(Br)cc1	i	16	697	1
CC(C)OCCCNc1nc(-c2ccccc2)nc2ccccc12	i	40	854	9
Cc1ccc(-c2cc(C(=O)N3CCC(C)CC3)c3ccccc3n2)cc1	i	16	745	-3
CCN1CCN(Cc2nnc(-c3ccccc3)o2)CC1	i	62	813	9
Cc1cccc(C(=O)N2CCCC(CCC(=O)N3CCN(c4ccccn4)CC3)C2)c1C (stereo unspecified)	i	15	692	-6

# Reformatted: five of the compounds above.
# Below each compound – T cell modulator	T cell modulator vesicle-bound %	Hep lipid drop cells 6.5 µM	Hep lipid drop
- Cc1ccccc1-c1cn(-c2ccccc2)c(=S)[nH]1
→ i	21	735	-2
- O=C(CSc1ncn[nH]1)NCc1ccc(Cl)cc1
→ i	22	814	1
- CN1CCN(CCCCOc2ccc(Br)cc2)CC1
→ i	50	782	-3
- CC(C)(CNC(=O)CC1C(=O)NCCN1Cc1cccc(F)c1)N1CCOCC1 (stereo unspecified)
→ i	23	778	12
- Cc1noc(C)c1C(=O)Nc1ccc(C#N)cc1
→ i	19	824	12

# The list goes on.
Molecule	T cell modulator	T cell modulator vesicle-bound %	Hep lipid drop cells 6.5 µM	Hep lipid drop
C[C@H](NC(=O)C1CCN(S(=O)(=O)c2ccccc2)CC1)C(=O)NCc1ccco1	i	9	662	-5
CCCSc1nnc(CNS(=O)(=O)c2ccc(C)cc2)n1C	i	18	793	-7
Cc1ccc(-c2nnn(CC(=O)N3C(C)CCCC3C)n2)cc1 (stereo unspecified)	i	43	814	7
O=C(COC(=O)CNS(=O)(=O)c1ccc(F)c(F)c1F)NCCc1ccccc1	i	63	637	-5
O=C(NCc1ccncc1)C(=O)NCC1OCCCN1S(=O)(=O)c1cc(F)ccc1F (stereo unspecified)	i	18	697	-6
CC1CCCN(CCCNC(=O)c2ccc(CS(=O)(=O)Cc3cccc(Cl)c3)o2)C1 (stereo unspecified)	i	27	727	6
COc1ccc2c(CC(=O)N[C@@H](Cc3ccccc3)C(=O)O)cc(=O)oc2c1C	i	10	729	-68
O=C(c1cc2ccccc2cc1O)N1CCCC(C(F)(F)F)C1 (stereo unspecified)	i	59	690	-6
CN(C)C(=O)CCC(=O)N1CCCCC1C(=O)Nc1ccc(Oc2ccccc2F)cc1 (stereo unspecified)	i	64	805	1
NS(=O)(=O)c1ccc(CCNC(=O)CCNC(=O)c2ccco2)cc1	i	31	732	-11
COc1nccnc1NS(=O)(=O)c1ccc(NC(=O)c2ccccc2Br)cc1	i	28	811	-40
CCOCCCNC(=O)CCc1nnc2n(CCC(C)C)c(=O)c3ccccc3n12	i	44	693	-1
COc1ccc(CN(C)C(=O)c2cc(S(=O)(=O)N3CCCCCC3)ccc2OC)cc1OC	i	7	650	-4
COc1cc2c(cc1OC)C(c1cccc(Cl)c1Cl)CC(=O)N2 (stereo unspecified)	i	58	822	2
COc1ccc(NC(=O)CSc2nc3c(c(=O)n2C)SCC3)cc1OC	i	23	596	-19
CCOC(CCn1c(SCC(=O)NC2CCCC2)nc2ccccc2c1=O)OCC	i	39	736	-7
C=CCn1c(Oc2ccccc2F)nc2c1c(=O)n(C)c(=O)n2C	i	67	802	-8
O=C(CCN1C(=O)/C(=C/c2ccc(Cl)cc2)SC1=S)Nc1cccnc1	i	37	789	-8
CC(C)CCn1c(=O)c2c(nc3n2CCCN3Cc2ccccc2)n(C)c1=O	i	63	827	-12
O=C(c1ccc2c(=O)n3c(nc2c1)CCCCC3)N1CCCCC1	i	14	707	10

# Profiles, looked up by structure. Values in the order: T cell modulator | T cell modulator vesicle-bound % | Hep lipid drop cells 6.5 µM | Hep lipid drop
# O=C(c1cc2ccccc2cc1O)N1CCCC(C(F)(F)F)C1 (stereo unspecified) in the list: i | 59 | 690 | -6
# Cc1noc(C)c1C(=O)Nc1ccc(C#N)cc1 in the list: i | 19 | 824 | 12

# (list continues)
Molecule	T cell modulator	T cell modulator vesicle-bound %	Hep lipid drop cells 6.5 µM	Hep lipid drop
COc1ccc(C(=O)NC2CCN(S(=O)(=O)c3ccc(F)cc3)CC2)cc1	i	48	801	-4
Cc1ccc(NC(=O)CCc2c(C)nn(-c3ccc(N4CCCCC4)nn3)c2C)cc1F	i	10	692	32
COc1cc(C(C)=O)ccc1OCC(=O)N1CCc2ccccc2C1	i	47	749	-1
Cc1cccc(NC(=O)CCn2c(=O)oc3ccccc32)c1	i	26	732	-20
CCC(=O)NCCc1nc2cc(NC(=O)c3cccc([N+](=O)[O-])c3)ccc2n1C	i	27	872	9
COc1ccc(Cl)cc1NC(=O)CN1CCN(S(=O)(=O)N2CCCCC2)CC1	i	11	737	-17
O=C(NC1CCCCCCC1)c1ccc(Br)o1	i	45	792	-3
C/C(=N\NC(=O)c1ccc(F)cc1)c1cccc(NC(=O)c2cccc(F)c2)c1	i	16	732	3
COc1ccc(OC)c(NC(=O)CCNS(=O)(=O)c2ccc3[nH]c(=O)oc3c2)c1	i	38	734	4
COc1ccc(NC(=O)c2cc(-c3ccncc3)nc3ccc(Br)cc23)cc1OC	i	2	889	-1
COCCN1CCN(C(=O)C2CCC(=O)N(CCc3cccc(F)c3)C2)CC1 (stereo unspecified)	i	24	653	16
Cc1nn(-c2ccccc2)c(C)c1-c1nnc(C(F)(F)F)o1	i	32	855	4
COc1cc(OC)cc(C(=O)NC(=S)Nc2ccc3[nH]c(=O)[nH]c3c2)c1	i	32	744	0
Cc1c(C(=O)N(Cc2ccc(F)cc2)C2CCS(=O)(=O)C2)oc2ccccc12 (stereo unspecified)	i	47	790	-5
Cc1ccc(C)c(NC(=O)CSc2n[nH]c(-c3ccccn3)n2)c1	i	17	827	-4
O=C(NCCC1=CCCCC1)c1cc(COc2c(F)cccc2F)on1	i	22	759	7
O=C(NCc1n[nH]c(=S)n1-c1ccccc1Cl)c1ccc(S(=O)(=O)N2CCCCC2)cc1	i	5	796	5
Cc1cccc(OCc2ccc(C(=O)N3CCOCC3)o2)c1	i	19	nt	?
O=C(CCN1C(=O)/C(=C/c2ccccc2Cl)SC1=S)NCCCN1CCOCC1	i	6	686	0
O=C(Nc1ccc2ccccc2c1)c1ccc(Cl)cc1	i	52	807	4
Cn1nc(C(F)(F)F)cc1C(=O)Nc1ccc(-c2ccno2)cc1	i	13	697	-5

# Individual results from the list.
# Under T cell modulator vesicle-bound %, `C[C@H](NC(=O)C1CCN(S(=O)(=O)c2ccccc2)CC1)C(=O)NCc1ccco1` is listed with 9
# Under Hep lipid drop cells 6.5 µM, `CCOc1ccc(NC(=O)C2CCCN(S(=O)(=O)c3ccc(-n4cnnn4)cc3)C2)cc1` (stereo unspecified) is listed with 812
# Under Hep lipid drop, `O=C(Nc1ccc(F)cc1)c1cccc(N2C(=O)C3C4C=CC(C4)C3C2=O)c1` (stereo unspecified) is listed with -6
# Under Hep lipid drop, `COc1ccc(CN(C)C(=O)c2cc(S(=O)(=O)N3CCCCCC3)ccc2OC)cc1OC` is listed with -4
# Under Hep lipid drop cells 6.5 µM, `CCOCCCNC(=O)CCc1nnc2n(CCC(C)C)c(=O)c3ccccc3n12` is listed with 693
# Under Hep lipid drop, `COc1ccc(C(=O)NC2CCN(S(=O)(=O)c3ccc(F)cc3)CC2)cc1` is listed with -4
# Under T cell modulator vesicle-bound %, `COC(=O)C1=CN(c2ccc(F)cc2)C=C(C(=O)OC)C1c1cccc(Br)c1` is listed with 59
